# Screening data from PubChem.
# CF NFkB block = blocks PAF-induced NF-kB reporter in cystic fibrosis cells; AID 588850; KKLEB NF-kB-GFP reporter, GFP fluorescence overnight; inhibition, % at 5 µM; hit rate 0.86% among 360,000;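 active = at least 50% inhibition at 5 µM, scaled per plate between neutral and stimulator controls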;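 note: PAF is a Pseudomonas aeruginosa culture filtrate used as stimulus; plate controls were PAF-stimulated DMSO wells for no effect and unstimulated DMSO wells for full effect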
# KKLEB tox = counter-screen for CF NF-kB inhibitors: cytotoxicity; hit rate 0.36% among 360,000; activity change (cytotoxicity), % at 5 µM; AID 602141; KKLEB CF airway cells viability, ATPlite luminescence, overnight; stronger effect = lower value; cells stimulated with P. aeruginosa culture filtrate;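 active = corrected activity change at or below -50% at 5 µM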
# Shn3 3UTR inh = inhibitors of Schnurri-3 3'UTR reporter in osteoblasts; Clone20 osteoblast Shn3 3'UTR firefly luciferase, 24 h; inhibition, % at 12.5 µM; hit rate 0.52% among 360,000;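 active = mean inhibition of at least 75% with every replicate also reaching 75%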;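 note: 0% = median of neutral control wells and 100% = pilot-screen positive control compound; some compounds past the cut are filed as inactive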
# TWEAK-Fn14 inh = inhibitors of TWEAK-Fn14 interaction signaling. inhibition, % at 10 µM. TWEAK-stimulated Fn14 reporter cells, luciferase luminescence, 8 h. hit rate 2% among 360,000; in the data active = inhibition above about 50%
# NR5A2 inv ag = suppresses constitutive activity of human LRH-1; inhibition, % at 3.6 µM; AID 602396; O00482; hit rate 0.13% among 360,000; HEK293T StAR-luciferase reporter, LRH-1 transfected, 24 h;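 active = inhibition above the mean inhibition of all tested compounds plus 3 SD, cut at about 73% in these data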;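 note: 0% = DMSO wells and 100% = reporter-only cells lacking LRH-1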
# Target sequence (O00482 whole entry, looked up): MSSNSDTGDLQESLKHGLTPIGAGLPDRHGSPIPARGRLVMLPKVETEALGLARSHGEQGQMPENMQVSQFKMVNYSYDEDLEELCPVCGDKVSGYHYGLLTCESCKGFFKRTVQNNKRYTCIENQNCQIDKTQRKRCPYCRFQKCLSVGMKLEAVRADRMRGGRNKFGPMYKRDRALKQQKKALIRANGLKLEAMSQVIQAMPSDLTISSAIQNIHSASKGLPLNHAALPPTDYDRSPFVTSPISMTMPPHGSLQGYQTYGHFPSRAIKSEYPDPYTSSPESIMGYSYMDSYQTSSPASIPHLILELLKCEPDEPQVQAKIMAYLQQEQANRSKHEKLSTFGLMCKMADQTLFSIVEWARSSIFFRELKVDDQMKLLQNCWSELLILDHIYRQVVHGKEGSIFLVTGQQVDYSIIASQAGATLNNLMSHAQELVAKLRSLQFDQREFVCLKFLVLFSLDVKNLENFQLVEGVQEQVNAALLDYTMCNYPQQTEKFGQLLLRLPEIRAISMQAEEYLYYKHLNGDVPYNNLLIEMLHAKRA
# TROY NFkB inh = blocks TROY-dependent signaling in reporter cells | AID 1347056 | hit rate 0.98% among 360,000 | inhibition, % at 10 µM | Q293 LMP1-TROYcd NF-kB luciferase reporter, 4 h;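 active = compounds whose plate-normalised and pattern-corrected inhibition of the luciferase reporter signal at the single screening dose is 50% or more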
# NCOA1 inh = inhibits human SRC1 coactivator; inhibition, % at 3.6 µM; HEK293 GAL4-SRC1 luciferase reporter, luminescence; hit rate 0.12% among 360,000; Q15788;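 active = inhibition above the campaign mean plus 3 SD, with each screening campaign given its own cutoff, cut at about 60% in these data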;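 note: 0% = DMSO treated cells and 100% = gossypol at 36 µM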
# SRC3 inh = inhibitors of human steroid receptor coactivator 3 (SRC3). inhibition, % at 3.6 µM. hit rate 0.17% among 360,000. Q9Y6Q9. HEK293 GAL4-SRC3 luciferase reporter, luminescence. AID 588352;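 active = inhibition above a per-campaign cutoff, the mean of all compounds plus 3 SD, cut at about 60% in these data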;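 note: 0% = DMSO-treated cells and 100% = gossypol-treated cells at 36 µM; higher means less SRC3-driven luciferase light from the GAL4 reporter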
# LMP1 NFkB inh = reduces LMP1-driven NF-kappaB luciferase signal | LMP1-induced NF-kappaB luciferase reporter cells, luminescence | inhibition, % at 12.5 µM | hit rate 0.69% among 350,000 | AID 504558; in the data active = inhibition above about 41%;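 note: 0% = neutral control wells and 100% = reference inhibitor control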
# TRAIL sens C8 = sensitizes caspase-8 expressing cells to TRAIL. NB7+C8 cells + TRAIL, ATPlite viability luminescence. inhibition (viability loss, TRAIL sensitization), % at 10 µM. hit rate 1% among 360,000. AID 624354;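 active = compounds causing at least 50% loss of cell viability in the single-dose screen, relative to plate controls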
# COUP-TFII inh = blocks human COUP-TFII nuclear receptor; hit rate 0.7% among 370,000; inhibition, % at 8.6 µM; HEK293T NGFI-A luciferase reporter, luminescence;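 active = inhibition above a per-plate cutoff, mean inhibition of test wells between control levels plus 3 SD, cut at about 38% in these data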;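 note: cells cotransfected with COUP-TFII expression vector driving the NGFI-A reporter; 0% = median of COUP-TF2 test wells and 100% = reporter-only cells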
# Target sequence (P24468 whole entry, looked up): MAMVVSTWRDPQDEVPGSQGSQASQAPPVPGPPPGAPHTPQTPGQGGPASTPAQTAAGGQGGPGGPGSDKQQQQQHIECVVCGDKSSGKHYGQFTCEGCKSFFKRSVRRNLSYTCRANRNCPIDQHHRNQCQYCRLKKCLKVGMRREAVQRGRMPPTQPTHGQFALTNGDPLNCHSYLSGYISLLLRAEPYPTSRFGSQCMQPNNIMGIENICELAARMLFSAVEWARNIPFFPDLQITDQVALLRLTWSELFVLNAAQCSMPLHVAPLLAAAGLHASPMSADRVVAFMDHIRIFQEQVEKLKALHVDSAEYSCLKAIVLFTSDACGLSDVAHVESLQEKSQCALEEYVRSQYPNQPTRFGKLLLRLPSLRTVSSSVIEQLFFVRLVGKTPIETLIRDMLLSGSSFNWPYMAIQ
# * hit, by the source's call; · = not tested or not shown; & = joins results of further samples. This is a subset, so the mix of outcomes need not match the whole.
SMILES,CF NFkB block,KKLEB tox,Shn3 3UTR inh,TWEAK-Fn14 inh,NR5A2 inv ag,TROY NFkB inh,NCOA1 inh,SRC3 inh,LMP1 NFkB inh,TRAIL sens C8,COUP-TFII inh
Cc1nc(C)c(NC(=O)OC(C)C)cc1NC(=O)OC(C)C,-2,3,7,0,-14,6,6,4,-9,0,-1
CCc1ccc2c(c1)C1(NN=C(c3ccccc3)S1)C(=O)N2 (stereo not drawn),23,0,75,87*,-60,-14,-76,-107,8,1,-17
CN(C(=O)CSC1=NC2C(N=N1)c1cc(Br)ccc1N2C)C1CCCCC1 (stereo not drawn),-1,4,5,-15,26,-27,2,13,-91,0,7
COc1cccc(NC(=O)C(c2ccccc2)N2CCN(CC(=O)N3CCOCC3)CC2)c1 (stereo not drawn),7,13,-38,12,13,-39,-3,10,-2,1,5
O=C1CSC(=S)N1CC1CCCO1 (stereo not drawn),14,-18,-24,7,1,2,3,3,21,-5,0
O=C(NC1CC2CCC(C1)N2Cc1ccccc1)c1ccccc1Br (stereo not drawn),-16,2,-2,8,7,-9,-2,-5,-1,-13,20
COc1ccc(C)c2sc(N(CCCN(C)C)C(=O)c3ccc4c(c3)OCCO4)nc12,15,-6,-5,2,-3,-20,0,9,-19,15,-2
Cc1ccccc1NC1=NCC(c2ccc([N+](=O)[O-])cc2)S1 (stereo not drawn),20,-7,-27,47,16,-2,5,33,4,13,33
COc1ccc(CNC(=O)c2ccccc2NC(=O)C2=C(C)OCCS2)cc1,-8,0,-13,17,29,-6,-1,-5,0,-18,8
Cc1ccccc1-n1ncc2c1CC(C)(C)CC2NC(=O)CCC1=NNC(=O)CC1 (stereo not drawn),9,-7,1,-4,-5,-21,15,3,-1,-3,-19
Cc1ccc([N+](=O)[O-])cc1N,0,0,4,-10,12,11,-18,-8,-3,-4,0
COc1ccc(S(=O)(=O)N2CN(CCc3ccc(OC)c(OC)c3)c3nc4ccccc4nc32)cc1,6,-5,18,14,25,-8,-1,-9,3,5,3
O=c1[nH][nH]c(=O)c2cc([N+](=O)[O-])ccc12,-19&9,9&7,10&-13,0&-1,-21&4,-2&2,-15&-11,1&10,-4&-8,-9&6,4&1
CN(CC(=O)Nc1ccc2c(c1)OCCO2)Cc1nc2ccccc2c(=O)[nH]1,-2,4,-16,30,-8,44,1,-10,-1,-13,16
O=c1c2c3c(sc2nc2n1CCCCC2)CCCC3,11,-2,-119,2,-116,-38,-106,-105,-62,10,-22
Cc1ccc(C)c(Nc2c([N+](=O)[O-])ccc3nonc23)c1,6,-6,2,-23,20,7,2,-7,-11,-8,14
Cc1ccc(S(=O)(=O)NCC(=O)N(CC(=O)NCc2ccco2)Cc2ccc3c(c2)OCO3)cc1,0,-4,1,-11,14,13,-2,1,-5,-9,3
Cc1cnc(CN(C)C(=O)C2CCC(=O)N(CCc3cccc(F)c3)C2)[nH]1 (stereo not drawn),0,2,-10,14,10,6,15,-11,4,9,0
CCCN1CCc2c(sc3nc(SCC)n(-c4ccc(OC)cc4)c(=O)c23)C1,-22,4,13,-8,17,2,0,6,0,-14,·
OCCC#Cc1ccc(CN2CCN(Cc3ccsc3)C(CCO)C2)cc1 (stereo not drawn),3,-1,5,-10,19,3,3,7,-4,-7,-3
CN(CC(=O)Nc1ccccc1C(F)(F)F)C(=O)Cc1ccc(S(=O)(=O)N2CCOCC2)s1,6,-4,-1,8,3,-5,6,14,-1,-3,-4
O=C(Nc1cccc2nsnc12)c1ccc(F)cc1,14,-6,-12,3,-15,-16,-10,11,-3,2,-13
Cc1ccc(-c2nc3ccc(Br)cn3c2Cc2ccsc2)cc1,-13,-5,-64,-2,-158,-41,-83,-79,·,19,-29
O=C(NC(c1ccccc1)c1ccccn1)c1cccc([N+](=O)[O-])c1 (stereo not drawn),-6,2,-9,3,15,-14,-9,8,-12,-7,13
CCCc1[nH]n(-c2nc3ccccc3s2)c(=O)c1C=NCCCN(CC)CC,-9,7,-28,-17,-3,-2,-10,6,-5,9,-28
# (listing goes on)
SMILES,CF NFkB block,KKLEB tox,Shn3 3UTR inh,TWEAK-Fn14 inh,NR5A2 inv ag,TROY NFkB inh,NCOA1 inh,SRC3 inh,LMP1 NFkB inh,TRAIL sens C8,COUP-TFII inh
O=C(CCCc1ccccc1)NCc1ccc2c(c1)OCO2,-14,-12,17,-13,9,-8,3,16,0,-22,-6
CC1CCCN(Cc2cccc(Oc3ccccc3)c2)C1 (stereo not drawn),-4,4,6,-8,-5,-4,4,8,4,3,1
CCOc1ccc(NC(=O)COC(=O)c2n[nH]c3ccccc23)cc1,31,-3,-30,-14,9,-37,-24,-19,-9,-12,-23
CCOC(=O)C1CCN(C(=O)CN(c2ccc(Cl)c(C(F)(F)F)c2)S(C)(=O)=O)CC1,6,-5,11,-3,3,20,9,15,-2,-12,8
COC(=O)c1ccccc1NC(=O)C1CC(=O)N(c2ccc(C)cc2)C1 (stereo not drawn),4,-8,-2,-1,3,-18,8,-6,3,-2,17
Cc1cc(C(=O)C(C)OC(=O)c2ccc(NC(=O)CC#N)cc2)c(C)n1-c1ccccc1 (stereo not drawn),-13,14,9,64*,9,45,-15,26,15,1,19
CC(C)NC(=S)N/N=C1\CCCCC1C1CCCCC1 (stereo not drawn),3,17,21,8,-21,-26,1,20,-7,0,-3
Cc1cc(C(=O)NNC(=O)/C=C/c2ccco2)c(C)o1,0,4,-5,3,-1,-5,3,-7,1,-2,15
S=C(NC1CCCC1)N1CCN(c2ccccn2)CC1,0,-22,-22,0,-8,10,-19,-8,-2,4,3
CCCN(CCC)Cc1cc(=O)oc2cc3c(cc12)CCC3,-8,20,8,-11,10,5,5,31,0,2,13
COc1cccc2cc(CC(=O)c3ccccc3)c(=O)oc12,2,0,-38,4,-29,-93,-41,-40,11,13,-18
COc1cccc(NC(=O)CN(C)C(=O)Cn2cnc3ccccc3c2=O)c1,14,-1,-1,2,0,-5,-14,-11,0,-1,-26
Nc1ccc(S(N)(=O)=O)cc1N,11,4,-11,1,-148,-4,-111,-61,-6,-11,-39
CCc1cccc(NC2c3ccccc3C(=O)N2c2cccnc2)c1 (stereo not drawn),0,-2,1,19,7,3,1,0,0,2,0
O=C(OCC#CCSc1nnc(-c2cccc3ccccc23)o1)c1ccc(Cl)cc1,-21,13,-27,2,11,-29,-10,-5,2,-12,9
O=C(c1ccc(=O)[nH]c1)N1CCN(S(=O)(=O)c2ccc3ccccc3c2)CC1,3,6,-12,12,-5,-11,-8,5,-5,12,0
Cc1ccc2oc(=S)n(C)c2c1,-25,2,7,-14,-9,3,-6,10,-1,-1,-7
CCOC(=O)C(=CNNc1ccsc1C(=O)OC)C(=O)OCC,-16,5,5,-3,8,9,-14,11,-5,2,4
Cc1cc(C)c2nc(N3CCC(C(=O)NCc4cccnc4)CC3)sc2c1,-3,-2,-6,-15,-54,-20,-21,-14,-6,24,-2
COc1ccc(-c2noc(CN3CCOCC3)n2)cc1OC,-2,10,12,0,6,-9,-7,7,0,2,-4
CC(=O)NS(=O)(=O)c1ccc(NC(=S)NC(=O)C2CCC2)cc1,-8,13,-13,9,10,10,-2,1,7,13,-7
CCN(CC)C(=O)[C@H]1C[C@H](CC(=O)NCc2ccc(OC)c(OC)c2)C(=O)N2CCc3c([nH]c4ccc(Cl)cc34)[C@]12C,-10,-5,16,29,-33,0,12,-25,-11,10,19
COc1cccc2c1CCC1=CC(=O)CCC12C (stereo not drawn),-2,2,-16,7,-4,6,2,-1,2,-14,2
CCO[C@@H]1OC(C(N)=O)=C[C@H](c2ccccc2)[C@H]1CCCO,22,0,-7,3,-9,1,-5,-4,4,11,3
CCN(CC)CCC#CC1(O)c2ccccc2-c2ccccc21,-29,7,14,-8,6,2,10,-1,5,-7,-9
Cc1ccc(SCC(=O)Nc2ccc(S(N)(=O)=O)cc2)cc1,5,4,9,-12,-1,-10,-11,7,4,0,2
Cc1ccc(-n2c(SCC3CCCCO3)nnc2-c2ccco2)cc1 (stereo not drawn),13,-12,-9,10,-6,-31,-9,1,0,1,13
CCc1ccccc1NC(=O)/C(=C/c1ccco1)c1ccccc1,2,10,-9,19,-6,-10,-6,-51,7,-5,8

# Entries from the list above that have four or more nitrogen atoms (12):
SMILES,CF NFkB block,KKLEB tox,Shn3 3UTR inh,TWEAK-Fn14 inh,NR5A2 inv ag,TROY NFkB inh,NCOA1 inh,SRC3 inh,LMP1 NFkB inh,TRAIL sens C8,COUP-TFII inh
CN(C(=O)CSC1=NC2C(N=N1)c1cc(Br)ccc1N2C)C1CCCCC1 (stereo not drawn),-1,4,5,-15,26,-27,2,13,-91,0,7
COc1cccc(NC(=O)C(c2ccccc2)N2CCN(CC(=O)N3CCOCC3)CC2)c1 (stereo not drawn),7,13,-38,12,13,-39,-3,10,-2,1,5
Cc1ccccc1-n1ncc2c1CC(C)(C)CC2NC(=O)CCC1=NNC(=O)CC1 (stereo not drawn),9,-7,1,-4,-5,-21,15,3,-1,-3,-19
COc1ccc(S(=O)(=O)N2CN(CCc3ccc(OC)c(OC)c3)c3nc4ccccc4nc32)cc1,6,-5,18,14,25,-8,-1,-9,3,5,3
CN(CC(=O)Nc1ccc2c(c1)OCCO2)Cc1nc2ccccc2c(=O)[nH]1,-2,4,-16,30,-8,44,1,-10,-1,-13,16
Cc1ccc(C)c(Nc2c([N+](=O)[O-])ccc3nonc23)c1,6,-6,2,-23,20,7,2,-7,-11,-8,14
Cc1cnc(CN(C)C(=O)C2CCC(=O)N(CCc3cccc(F)c3)C2)[nH]1 (stereo not drawn),0,2,-10,14,10,6,15,-11,4,9,0
CCCc1[nH]n(-c2nc3ccccc3s2)c(=O)c1C=NCCCN(CC)CC,-9,7,-28,-17,-3,-2,-10,6,-5,9,-28
S=C(NC1CCCC1)N1CCN(c2ccccn2)CC1,0,-22,-22,0,-8,10,-19,-8,-2,4,3
COc1cccc(NC(=O)CN(C)C(=O)Cn2cnc3ccccc3c2=O)c1,14,-1,-1,2,0,-5,-14,-11,0,-1,-26
Cc1cc(C)c2nc(N3CCC(C(=O)NCc4cccnc4)CC3)sc2c1,-3,-2,-6,-15,-54,-20,-21,-14,-6,24,-2
CCN(CC)C(=O)[C@H]1C[C@H](CC(=O)NCc2ccc(OC)c(OC)c2)C(=O)N2CCc3c([nH]c4ccc(Cl)cc34)[C@]12C,-10,-5,16,29,-33,0,12,-25,-11,10,19
